CFTR F508del cor: F508del CFTR correction, initial screen, CFBE line, single point | CFBE cells, YFP halide quenching; stimulated with forskolin plus potentiator P3; % fluorescence drop versus neutral controls | activity (quench increase), % at 7.58 µM | 350,000 tested, 0.36% active;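 active means mean added fluorescence quench of at least 8% versus neutral control, with both replicates also reaching 8%; inconclusive means only one of the mean or replicate conditions met; inactive means mean below 8% and not both replicates reaching 8%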;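 further: cells transiently co-express mutant CFTR-F508del with the halide-sensitive YFP; corrector assay measuring rescue of mutant channel to the surface after 24 h compound exposure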
PAX8 inh HTS: inhibitors of PAX8-driven TPO luciferase reporter, primary screen, RMG-I cells, single concentration; SteadyGlo, 24 h; 360,000 tested, 1.2% active; inhibition, % at 12.6 µM;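 active means mean replicate inhibition at least 60% with every replicate also reaching 60%; inconclusive means only one of the two criteria is met; inactive means mean below 60% and not all replicates reaching 60%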;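 further: luciferase light reporting Pax8 driven TPO promoter activity; plate controls were median of neutral control wells for no effect and mitoxantrone controls for full effect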
GSIS activator: GLuc luminescence reporter in INS-1E cells, primary screen for activators of glucose-dependent secretion of insulin; 370,000 tested, 0.61% active; activation, % at 16.6 µM; INS-1E GLuc reporter insulin secretion, 2-3 h;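 active means lowest replicate activation of at least 40%, so every replicate reaches that level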;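 further: 0% = median of neutral control wells and 100% = median of IBMX positive control wells; some compounds called inactive have numbers as strong as hits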
FN deposit inh: inhibitors of fibronectin matrix deposition, primary screen, AH1F cells, Alexa488-fibronectin fluorescence, plate reader; AID 743247, 2014; inhibition, % at 12.6 µM; AH1F fibroblasts, overnight; 350,000 tested, 0.086% active;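 active means mean inhibition across replicates of 30% or more, regardless of how many single replicates reach that level; inconclusive means mean under 30% yet at least half of replicates reach 30%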;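 further: positive control wells lacked labelled fibronectin entirely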
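Material: AH1F fibroblast monolayer depositing Alexa488-labelled fibronectin into matrix / Amount: 10000 AH1F cells per well / Signal: fluorescence 485/525 nm / Medium: DMEM, 2% serum / Compound: single dose, pinned / Incubation: 1 h cell adhesion before compound, then overnight fibronectin incubation / Reagent: Alexa488-FN, 24 nM final / Read-out: inhibition of fibronectin deposition signal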
EWS-Fli inh: EWS/Fli-driven NR0B1 reporter inhibitors, primary screen, A673 cells, NR0B1 luciferase, luminescence, MLPCN library. viability-normalised. inhibition, % at 12.6 µM. 350,000 tested, 0.67% active;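 active means mean inhibition of at least 50% after viability correction, with every replicate also passing that limit; inconclusive means mean reaches 50% but only one of two replicates passes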;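 further: firefly luciferase signal divided by Alamar Blue viability fluorescence both relative to DMSO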
DENV2 CPE: inhibitors of DENV2 cytopathic effect, primary screen, cell-based, plate reader, single concentration; 350,000 tested, 1.7% active; CPE inhibition, % at 9.99 µM; DENV2-infected cells, cytopathic effect rescue; in the data active means CPE inhibition above about 20%, passing the limit was not always enough; inconclusive means no clear call, values can overlap the other calls; tested in BHK-21 cells;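 further: 0% = median of neutral control wells and 100% = median of positive control wells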
miR-122 sensor: miR-122 Renilla sensor signal increase in Huh7, primary screen, miR-122 inhibitor project, cell-based, single point, plate reader; Huh7 miR-122 Renilla luciferase sensor, 48 h; neutral wells = 0, positive control = 100; 340,000 tested, 0.3% active; activation (reporter increase), % at 12.5 µM;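 active means mean replicate activation score at least 90 and every replicate individually at or above 90; inconclusive means only one of the two criteria met; inactive means neither criterion met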;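 further: higher luciferase means less miR-122 activity so hits act as miR-122 inhibitors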
Starred values were filed as active, the others as inactive; ? = inconclusive; nt = no result given; [ ] = remark or other dose.

SMILES	CFTR F508del cor	PAX8 inh HTS	GSIS activator	FN deposit inh	EWS-Fli inh	DENV2 CPE	miR-122 sensor
COc1cc(OC)cc(C(=O)Nc2nnc(SCC(=O)NCc3ccco3)s2)c1	-6.9	-31	-7	1	nt	0	2
Cc1ccc(S(=O)(=O)N[C@@H]2C=C[C@H](CC(=O)N3CCC(Cc4ccccc4)CC3)O[C@H]2CO)cc1	-0.8	-22	-5	nt	-4	7	-14[16.7 µM]
CN1C(=O)c2cc(NC(=O)C3CC3)ccc2OC[C@H]2O[C@@H](CC(=O)NCCN3CCCC3)CC[C@H]21	-1.7	-16	11	-8	-9	4	-12[16.7 µM]
COc1ccc(CNC(=O)COc2ccc(C)nc2[N+](=O)[O-])cc1	-0.1	3	-13	7	5	1	nt
O=C(CNc1cccc(C(F)(F)F)c1)N/N=C/c1cccc(Br)c1	nt	-6	-17	-2	-12	-1	11
CNC(=S)N1CCn2cccc2C1c1ccc(F)cc1 (centres undefined)	-0.3	-5	7	2	-30	-3	-2
CN1c2ccc(-c3ccccc3)cc2[C@@H]2[C@@H](CCN2C(=O)NC2CCCC2)[C@@H]1CO	-1.1	23	-21	2	-6	nt	-1[16.7 µM]
COc1cc2c(c(O)c1OC)-c1c(cc(OC)c(OC)c1OC)C[C@@H](C)[C@@H](C)C2	-1.2	17	nt	-49	10	3	-11
CC(C)CC#Cc1cnc2c(c1)C(=O)N([C@H](C)CO)C[C@@H](C)[C@H](CN(C)C(=O)Nc1cc(F)ccc1F)O2	-0.6	8	-2	nt	-2	-6	13[16.7 µM]
O=C(C[C@H]1CC[C@@H]2NC[C@H](O)COC[C@H]2O1)NCCN1CCCCC1	-1.5	-19	9	-1	1	0	0[16.7 µM]
COc1ccc(N2CCN(c3ncnc4sc(C(=O)NCC5CCCO5)c(C)c34)CC2)cc1 (centres undefined)	-0.4	10	-4	0	4	0	0
Cc1noc(C)c1NC(=O)Nc1cccc2c1O[C@H](CN(C)Cc1ccc(Oc3ccccc3)cc1)[C@@H](C)CN([C@H](C)CO)C2=O	-2.2	nt	-31	0	1	-8	2[16.7 µM]
O=C(/C=C/c1ccccc1Cl)N1CCCN(C(=O)/C=C/c2ccccc2Cl)CC1	nt	17	-19	3	nt	nt	2
COC(=O)c1ccc(S(=O)(=O)NCc2ccc(OC)cc2)n1C	0.0	5	8	-3	10	3	nt
CC(C)NC(=O)Nc1ccc2c(c1)C(=O)N([C@H](C)CO)C[C@H](C)[C@H](CN(C)C(=O)C1CCCCC1)OCCCC[C@H](C)O2	-0.3	25	-9	nt	1	nt	4[16.7 µM]
C[C@H](CO)N1C[C@H](C)[C@@H](CN(C)C(=O)CC2CC2)Oc2cc(C#CCN(C)C)ccc2S1(=O)=O	-0.4	6	-3	nt	2	?	-1[16.7 µM]
CC(C)NC(=O)N(C)C[C@H]1OCCCC[C@H](C)Oc2ccc(NC(=O)Cc3ccccc3)cc2C(=O)N([C@H](C)CO)C[C@@H]1C	1.1	10	3	2	nt	16	2[16.7 µM]
CC(C)c1ccc(NC(=O)Nc2nnc([C@@H]3C[C@H](O)[C@@H](CO)O3)s2)cc1	-1.0	-7	0	-3	-18	-9	nt
O=C(CCCN1C(=O)/C(=C\c2ccccc2)SC1=S)Nc1ccc(C(=O)O)cc1	-1.4	17	6	0	nt	1	-5
O=C(CSc1cccc[n+]1[O-])Nc1ccc(Cl)cc1F	1.1	0	0	4	6	10	-13
CCOC(=O)C1CCN(S(=O)(=O)c2ccc3c(c2)N(C(C)=O)CC(C)S3)CC1 (centres undefined)	-1.1	10	-18	2	nt	13	2
Cc1nnc2c(NCC(C)c3ccccc3)nc3ccccc3n12 (centres undefined)	-6.8	8	-4	4	-2	0	-9
Cc1ccc(C2=CC(=O)C[C@H](c3ccc4c(c3)OCO4)C2)cc1	-1.6	3	8	-2	-7	1	3
O=C(Cn1cc([N+](=O)[O-])cn1)Nc1ccn(Cc2c(F)c(F)c(F)c(F)c2F)n1	0.0	nt	-32	nt	0	-7	0
C#CCNc1c(C)c(C)nc2ncnn12	nt	nt	19	-2	nt	nt	-8
COc1cc(C(=O)O)nc(OC)n1	-0.9	-9	7	-5	-11	-1	-1
COc1ccccc1CNC(=O)C[C@H]1CC[C@H]2[C@@H](COC[C@H](O)CN2Cc2ccc3c(c2)OCO3)O1	-4.5	10	-6	-4	3	3	-6[16.7 µM]
CCC(=O)N1CC(=O)N2[C@H](CO)[C@@H](c3ccc(C#CC4CCCC4)cc3)[C@H]2C1	-1.6	-2	17	-9	9	7	nt
CC(=O)Nc1ccc2ccccc2c1[N+](=O)[O-]	-0.5	-2	8	-5	-6	9	-6
COC(=O)c1ccccc1NC(=S)NC(=O)c1ccc(C)cc1	0.7	32	-6	-2	5	nt	nt

Later entries
mol | CFTR F508del cor | PAX8 inh HTS | GSIS activator | FN deposit inh | EWS-Fli inh | DENV2 CPE | miR-122 sensor
CCNC(=O)NCCNC(=O)c1cc(OCC(F)(F)F)ccc1OCC(F)(F)F | -5.0 | -9 | -5 | nt | -2 | 0 | 3
C[C@@H]1CN([C@@H](C)CO)C(=O)c2cc(NC(=O)CCC(F)(F)F)ccc2O[C@@H](C)CCCCO[C@H]1CN(C)S(=O)(=O)c1ccc(F)cc1 | -0.4 | -9 | -1 | -12 | -9 | -3 | 12[16.7 µM]
CCOc1ccc(CN2CCN(CC3=Cc4cccc(OC)c4OC3)CC2CCO)cc1 (centres undefined) | nt | 5 | -4 | -18 | -6 | 2 | nt
COc1ccc(C2CC(c3ccc(OC)cc3O)=NN2C(=O)c2ccccc2)cc1 (centres undefined) | 4.0 | 28 | -1 | 1 | 3 | 6 | 2
O=C(N/N=C/c1ccccc1C(=O)O)c1cc(-c2ccc3c4c(cccc24)CC3)n[nH]1 | -0.8 | 2 | -10 | nt | 22 | -2 | nt
Cc1cnc(C(=O)N(c2ccc(N3CCOCC3)cc2)C2C(=O)Nc3ccccc3N=C2c2ccc3c(c2)OCO3)cn1 (centres undefined) | -0.2 | 6 | -13 | 5 | -20 | -7 | -1
CCOc1ccc(NS(=O)(=O)c2cc(OCC(N)=O)c(C)cc2Cl)cc1 | nt | 3 | 11 | -10 | nt | nt | 14
Cc1ccc(-n2c(SCC(=O)N3CCCCC3)nc(O)cc2=O)cc1 | 0.0 | -7 | -1 | 6 | -5 | 5 | -5
O=C(NC(=S)NCc1ccco1)c1ccccc1[N+](=O)[O-] | 0.8 | -11 | 21 | nt | -2 | 10 | nt
C[C@H]1CN([C@@H](C)CO)C(=O)c2cccc(NC(=O)NC3CCCCC3)c2O[C@@H]1CN(C)Cc1ccc2c(c1)OCO2 | -1.4 | 5 | -21 | 9 | 8 | 5 | 21[16.7 µM]
CC1CCN(C(=O)CC(NC(N)=O)c2ccccc2Cl)CC1 (centres undefined) | -2.3 | -1 | 14 | -3 | -3 | -1 | nt
COC(=O)C1=C(C)N(c2ccccc2)/C(=C/c2ccco2)C1=O | -32 | 4 | 9 | 5 | 0 | 11 | nt
CCCNC(=O)N(C)C[C@H]1Oc2cc(-c3cncnc3)ccc2S(=O)(=O)N([C@H](C)CO)C[C@@H]1C | -0.8 | -20 | 2 | -2 | 0 | -2 | -10[16.7 µM]
Cc1cccc(C)c1-n1nnnc1C1c2ccccc2C(=O)N1CCCN1CCOCC1 (centres undefined) | -4.2 | 4 | 10 | -5 | 8 | 5 | nt
COc1ccc(N2CCN(C3CCCN(C(=O)c4ccoc4)C3)CC2)cc1 (centres undefined) | -0.7 | 9 | 5 | -6 | nt | 0 | -6
Cc1nc2ccc(NC(=O)C3(C)CCCN(C(C)C)C3)cc2o1 (centres undefined) | 2.3 | -5 | -5 | -3 | -1 | -4 | -2
C[C@H](CO)N1C[C@H](C)[C@H](CN(C)Cc2ccccc2)Oc2ccc(NC(=O)CCC(F)(F)F)cc2CC1=O | 4.5 | -8 | 18 | nt | 10 | 3 | -5[16.7 µM]
COc1ccc(-c2nn(-c3ccccc3)cc2C(=O)N2CCN(C(=O)c3ccco3)CC2)cc1 | 2.4 | 13 | -4 | 7 | 3 | -10 | nt
Cc1cc(C(=O)NNc2ccc(Cl)cc2)no1 | 0.3 | -5 | nt | -10 | 5 | 4 | 9
Cc1ccccc1Nc1c(-c2cccnc2)nc2cccc(C)n12 | -0.7 | 8 | 1 | -3 | 5 | -5 | 0
CCOC(=O)C1=CC[C@@H](c2ccccc2)N(S(=O)(=O)c2ccc(C)cc2)[C@H]1c1ccc(CC)cc1 | 3.2 | 6 | -26 | -9 | 4 | -2 | 7
CCc1nc2ccc(C(=O)NCCN3CCNC3=O)cn2c1N(C)CCC(C)C | -3.4 | -14 | 2 | 1 | 4 | -5 | -4
CCOCC(=O)Nc1ccc(S(=O)(=O)NCC2CCCO2)cc1 (centres undefined) | -0.9 | 1 | -11 | -6 | 9 | -5 | 9
C[C@@H]1CN([C@H](C)CO)C(=O)c2c(c3ccccc3n2C)-c2ccccc2CO[C@H]1CN(C)Cc1ccccc1C(F)(F)F | -1.7 | 8 | 17 | -13 | 21 | -4 | nt
O=C(N/N=C/c1cccnc1)c1[nH]ncc1Br | 1.8 | -43 | 3 | nt | -32 | 9 | -1
CCOC(=O)c1c(NC(=O)CSc2ncn[nH]2)sc(C(=O)N(C)C)c1C | 5.7 | -5 | 26 | 1 | 0 | 2 | nt
CCn1nc(C)c(Br)c1-c1nc(CS(=O)(=O)c2ccc(F)cc2)no1 | 1.3 | 14 | 0 | 1 | 1 | 6 | nt
Cc1ccc(NC(=O)c2cc(C(=O)c3cc(Cl)ccc3O)cn(-c3ccc(C)cc3)c2=O)cc1 | nt | 6 | 0 | 4 | 7 | ? | -2
COc1ccccc1NC(=O)N1CCN(C)CC1 | -2.0 | -4 | -1 | 12 | 1 | 9 | nt
COCc1[nH]nc2c1C(c1ccc(F)cc1)N(c1ccc(OC)cc1)C2=O (centres undefined) | -1.3 | -5 | -5 | 20 | -3 | -3 | nt
CCNC(=O)/C(C#N)=C/c1c(N2CCOCC2)nc2ccccn2c1=O | 0.7 | 3 | 0 | 1 | -1 | 1 | nt

Among those listed so far, these contain a Cl atom.
mol | CFTR F508del cor | PAX8 inh HTS | GSIS activator | FN deposit inh | EWS-Fli inh | DENV2 CPE | miR-122 sensor
O=C(/C=C/c1ccccc1Cl)N1CCCN(C(=O)/C=C/c2ccccc2Cl)CC1 | nt | 17 | -19 | 3 | nt | nt | 2
O=C(CSc1cccc[n+]1[O-])Nc1ccc(Cl)cc1F | 1.1 | 0 | 0 | 4 | 6 | 10 | -13
CCOc1ccc(NS(=O)(=O)c2cc(OCC(N)=O)c(C)cc2Cl)cc1 | nt | 3 | 11 | -10 | nt | nt | 14
CC1CCN(C(=O)CC(NC(N)=O)c2ccccc2Cl)CC1 (centres undefined) | -2.3 | -1 | 14 | -3 | -3 | -1 | nt
Cc1cc(C(=O)NNc2ccc(Cl)cc2)no1 | 0.3 | -5 | nt | -10 | 5 | 4 | 9
Cc1ccc(NC(=O)c2cc(C(=O)c3cc(Cl)ccc3O)cn(-c3ccc(C)cc3)c2=O)cc1 | nt | 6 | 0 | 4 | 7 | ? | -2

Screening results: PubChem BioAssay, Broad Institute
